BioA inh = blocks M. tuberculosis BioA enzyme activity; purified M. tuberculosis BioA enzyme, plate reader; inhibition, % at 9.99 µM; 360,000 compounds, 0.096% hits; in the data active = inhibition above about 40%
* = called active by the depositor. Some of the compounds tested. The share of hits here may be higher or lower than overall.

SMILES	BioA inh
COCC(=O)Nc1ccc2c(c1)C(=O)N(C)[C@H]1CC[C@@H](CC(=O)NC3Cc4ccccc4C3)O[C@@H]1CO2	-2.3
O=C(C[C@@H]1C[C@@H]2c3cc(NC(=O)c4ccc5c(c4)OCO5)ccc3O[C@@H]2[C@@H](CO)O1)NCCc1ccccc1	-0.6
CC=Cc1ccc2n(c1=O)C[C@@H]1[C@@H](CO)[C@H](C(=O)N3CCc4ccccc4C3)N(C(=O)C3CC3)[C@H]21 (mixture of isomers)	0.3
Cc1ccc(S(=O)(=O)N[C@@H]2C=C[C@H](CC(=O)NCCN3CCCCC3)O[C@@H]2CO)cc1	0.0
Cc1noc(C)c1NC(=O)N(C)C[C@@H]1OCCCC[C@H](C)Oc2ccc(NC(=O)Nc3ccc4c(c3)OCO4)cc2C(=O)N([C@@H](C)CO)C[C@H]1C	0.0
O=C(Nc1ccc2c(c1)[C@H]1C[C@@H](CC(=O)N3CCOCC3)O[C@@H](CO)[C@H]1O2)NC1CCCCC1	0.3
Cc1noc(C)c1S(=O)(=O)N(C)C[C@H]1OCCCC[C@H](C)Oc2ccc(NC(=O)NC(C)C)cc2C(=O)N([C@@H](C)CO)C[C@@H]1C	1.5
COC(=O)C[C@@H]1CC[C@H](NS(=O)(=O)c2ccccc2F)[C@@H](CO)O1	-0.4
CCCc1cn(CC[C@@H]2CC[C@H](NC(=O)C3CCCC3)[C@@H](CO)O2)nn1	-1.4
C[C@@H]1CN([C@H](C)CO)C(=O)c2cc(C#CC(C)(C)O)cnc2O[C@@H]1CN(C)C(=O)C1CCOCC1	-1.2
C[C@H]1CN([C@@H](C)CO)C(=O)c2cccc(NC(=O)C3CCCCC3)c2O[C@H]1CN(C)S(=O)(=O)c1ccccc1	-2.3
CO[C@H]1CN(C)C(=O)c2cc(NC(=O)c3ccc(F)cc3)ccc2OC[C@@H](C)N(C)C[C@H]1C	0.5
CCN(C[C@H]1N[C@H](CO)[C@H]1c1ccc(C2=CCCC2)cc1)C(=O)c1ccncc1	1.3
CC(C)C(=O)Nc1ccc2c(c1)C(=O)N(C)[C@H]1CC[C@@H](CC(=O)NCC3CC3)O[C@@H]1CO2	-1.4
CO[C@@H]1CN(C)C(=O)c2cc(NC(=O)C3CC3)ccc2OC[C@@H](C)N(CC2CC2)C[C@H]1C	-0.9
Cc1noc(C)c1S(=O)(=O)N(C)C[C@H]1OCCCC[C@H](C)Oc2ccc(NS(C)(=O)=O)cc2C(=O)N([C@H](C)CO)C[C@@H]1C	-6.1
O=C(c1cccc(F)c1)N1CCCCN2[C@H](CO)[C@H](c3ccc(/C=C/c4ccccc4)cc3)[C@@H]2C1	4.0
COc1ccc(NC(=O)Nc2ccc3c(c2)C(=O)N([C@H](C)CO)C[C@@H](C)[C@@H](CN(C)S(=O)(=O)c2ccc(C)cc2)O3)cc1	-1.2
C[C@@H]1CN([C@@H](C)CO)C(=O)Cc2cc(NC(=O)Cc3cn(C)c4ccccc34)ccc2O[C@@H]1CN(C)C(=O)NC1CCCCC1	0.2
C[C@H](CO)N1C[C@H](C)[C@H](CN(C)C(=O)c2ccccn2)Oc2cc(C#Cc3ccccc3)ccc2S1(=O)=O	1.4

For reference, ten of the compounds above.
SMILES	BioA inh
COCC(=O)Nc1ccc2c(c1)C(=O)N(C)[C@H]1CC[C@@H](CC(=O)NC3Cc4ccccc4C3)O[C@@H]1CO2	-2.3
O=C(C[C@@H]1C[C@@H]2c3cc(NC(=O)c4ccc5c(c4)OCO5)ccc3O[C@@H]2[C@@H](CO)O1)NCCc1ccccc1	-0.6
CC=Cc1ccc2n(c1=O)C[C@@H]1[C@@H](CO)[C@H](C(=O)N3CCc4ccccc4C3)N(C(=O)C3CC3)[C@H]21 (mixture of isomers)	0.3
Cc1ccc(S(=O)(=O)N[C@@H]2C=C[C@H](CC(=O)NCCN3CCCCC3)O[C@@H]2CO)cc1	0.0
Cc1noc(C)c1NC(=O)N(C)C[C@@H]1OCCCC[C@H](C)Oc2ccc(NC(=O)Nc3ccc4c(c3)OCO4)cc2C(=O)N([C@@H](C)CO)C[C@H]1C	0.0
O=C(Nc1ccc2c(c1)[C@H]1C[C@@H](CC(=O)N3CCOCC3)O[C@@H](CO)[C@H]1O2)NC1CCCCC1	0.3
Cc1noc(C)c1S(=O)(=O)N(C)C[C@H]1OCCCC[C@H](C)Oc2ccc(NC(=O)NC(C)C)cc2C(=O)N([C@@H](C)CO)C[C@@H]1C	1.5
COC(=O)C[C@@H]1CC[C@H](NS(=O)(=O)c2ccccc2F)[C@@H](CO)O1	-0.4
CCCc1cn(CC[C@@H]2CC[C@H](NC(=O)C3CCCC3)[C@@H](CO)O2)nn1	-1.4
C[C@@H]1CN([C@H](C)CO)C(=O)c2cc(C#CC(C)(C)O)cnc2O[C@@H]1CN(C)C(=O)C1CCOCC1	-1.2

Next section:
SMILES	BioA inh
CC(C)CC#Cc1ccc2c(c1)O[C@@H](CN(C)Cc1ccc(C(=O)O)cc1)[C@H](C)CN([C@@H](C)CO)S2(=O)=O	-0.4
Cc1noc(C)c1NC(=O)N(C)C[C@@H]1Oc2ccc(NS(C)(=O)=O)cc2C(=O)N([C@H](C)CO)C[C@@H]1C	-4.3
CN1C(=O)c2cc(NC(=O)Cc3cccs3)ccc2OC[C@@H]2O[C@@H](CC(=O)N[C@H]3CCN(Cc4ccccc4)C3)CC[C@H]21	1.2
Cc1ccc(S(=O)(=O)N[C@H]2CC[C@@H](CC(=O)O)O[C@@H]2CO)cc1	-4.4
C[C@@H]1CN([C@H](C)CO)C(=O)c2ccccc2-c2ccccc2CO[C@@H]1CN(C)S(C)(=O)=O	-1.0
C[C@H](CO)N1C[C@H](C)[C@@H](CN(C)C(=O)c2ccccn2)Oc2ncc(C#Cc3ccccc3)cc2C1=O	-3.4
C[C@H]1CN([C@@H](C)CO)C(=O)Cc2cc(NC(=O)C3CCCCC3)ccc2O[C@H]1CN(C)Cc1ccc2c(c1)OCO2	0.1
CN(C)CC#Cc1ccc([C@@H]2[C@@H](CO)N3CCCCN(CC4CCOCC4)C[C@@H]23)cc1	3.7
N#C[C@@H]1N[C@@H](CO)[C@@H]1c1ccc(C#Cc2ccccc2F)cc1	-1.0
C[C@@H]1CN([C@H](C)CO)C(=O)Cc2cc(NC(=O)CCN3CCOCC3)ccc2O[C@H]1CN(C)S(=O)(=O)c1cccs1	2.8
CCCC#Cc1cnc2c(c1)C(=O)N([C@H](C)CO)C[C@@H](C)[C@H](CN(C)C(=O)c1cccc(F)c1)O2	0.2
COc1ccc(S(=O)(=O)N(C)C[C@@H]2OCCCC[C@H](C)Oc3ccc(NS(=O)(=O)c4ccc(C)cc4)cc3C(=O)N([C@H](C)CO)C[C@@H]2C)cc1	-0.5
C[C@H]1CCCCO[C@H](CN(C)Cc2ccccc2)[C@@H](C)CN([C@@H](C)CO)C(=O)c2cc(NS(=O)(=O)c3ccc(F)cc3)ccc2O1	2.5
COc1ccc(NC(=O)Nc2ccc3c(c2)CC(=O)N([C@@H](C)CO)C[C@@H](C)[C@@H](CN(C)C(=O)NC(C)C)O3)cc1	-2.3
COCC(=O)NC[C@@H]1[C@H](c2ccc(C3=CCCC3)cc2)[C@H](CO)N1C(=O)C1CC1	-0.3
CCN1[C@H](C(=O)NCc2ccccn2)[C@@H](CO)[C@@H]2Cn3c(ccc(C4=CCCC4)c3=O)[C@@H]21	-4.0
CO[C@H]1CN(C)C(=O)c2cc(C#N)ccc2OCC[C@@H]2CC[C@H](OC)[C@@H](CN(C)C(=O)[C@H]1C)O2	-1.4
COCC(=O)N1[C@H](CO)[C@@H]2c3ccccc3N(C(=O)Nc3ccccc3Cl)C[C@@H]21	-4.2
CO[C@H]1CN(C)C(=O)c2ccc(NC(=O)c3cccc(F)c3)cc2OC[C@H](C)NC[C@H]1C	0.6
O=C(NCC[C@@H]1CC[C@@H](NC(=O)C2CC2)[C@H](CO)O1)c1cnccn1	2.0
CNC[C@@H]1Oc2ccc(NC(=O)Nc3ccc(C(F)(F)F)cc3)cc2CC(=O)N([C@@H](C)CO)C[C@@H]1C	-0.9
O=C(C[C@H]1C=C[C@@H](NS(=O)(=O)c2ccc(F)cc2)[C@H](CO)O1)N1CCC(Cc2ccccc2)CC1	0.5
CCS(=O)(=O)Nc1ccc2c(c1)C(=O)N(C)[C@@H]1CC[C@@H](CC(=O)NC)O[C@@H]1CO2	-4.9
CN(C)C(=O)C[C@@H]1C[C@H]2c3cc(NC(=O)CC4CC4)ccc3O[C@H]2[C@@H](CO)O1	-0.4
Cc1noc(C)c1NC(=O)N(C)C[C@H]1Oc2c(NC(=O)c3ccc(-c4nccs4)cc3)cccc2C(=O)N([C@@H](C)CO)C[C@@H]1C	-1.0
COc1ccc(S(=O)(=O)N(C)C[C@H]2Oc3c(NS(=O)(=O)c4ccccc4)cccc3C(=O)N([C@@H](C)CO)C[C@H]2C)cc1	-0.4
COC(=O)CCCCCCC(=O)Nc1ccc(C=O)cc1	-0.2
CCCC(=O)Nc1ccc2c(c1)C(=O)N(C)[C@H]1CC[C@H](CC(=O)NCc3ccccc3F)O[C@@H]1CO2	-1.0
COc1ccc(CN(C)C[C@@H]2Oc3ccc(NS(=O)(=O)c4ccc(Cl)cc4)cc3CC(=O)N([C@@H](C)CO)C[C@@H]2C)cc1	-1.0
Cc1noc(C)c1NC(=O)N(C)C[C@H]1Oc2ccc(NS(=O)(=O)c3cn(C)cn3)cc2CC(=O)N([C@H](C)CO)C[C@H]1C	-4.7
Cc1cccc(S(=O)(=O)N2C[C@H]3[C@@H](c4ccccc42)[C@H](CO)N3Cc2cccnc2)c1	-5.1
CO[C@@H]1CN(C)C(=O)c2cc(NC(=O)c3ccccc3F)ccc2OC[C@@H](C)N(CC2CCOCC2)C[C@H]1C	0.5
CC(C)CC#Cc1ccc([C@H]2[C@H](CO)N3CCCCN(S(=O)(=O)c4ccc(F)cc4)C[C@@H]23)cc1	1.3
COc1ccc(NC(=O)Nc2ccc3c(c2)CC(=O)N([C@H](C)CO)C[C@H](C)[C@@H](CN(C)Cc2ccncc2)O3)cc1	0.2
C[C@H](CO)N1C[C@H](C)[C@H](CN(C)S(=O)(=O)c2ccccc2F)Oc2ncc(C#Cc3ccncc3)cc2C1=O	4.2
O=C(CN1CCOCC1)N1CCCCN2[C@@H](CO)[C@@H](c3ccc(/C=C/c4ccccc4)cc3)[C@@H]2C1	1.1
COc1ccc(NC(=O)N(C)C[C@@H]2OCCCC[C@H](C)Oc3ccc(NC(=O)C4CCCCC4)cc3C(=O)N([C@@H](C)CO)C[C@H]2C)cc1	-2.0
COc1ccc(S(=O)(=O)N(C)C[C@@H]2OCCCC[C@H](C)Oc3ccc(NC(=O)C4CCCCC4)cc3C(=O)N([C@@H](C)CO)C[C@H]2C)cc1	-1.7
Cc1ccc(S(=O)(=O)N(C)C[C@@H]2OCCCC[C@H](C)Oc3ccc(NC(=O)NC(C)C)cc3C(=O)N([C@H](C)CO)C[C@H]2C)cc1	-0.8
COc1ccccc1-c1ccc2c(c1)O[C@H](CN(C)S(=O)(=O)c1ccc(F)cc1)[C@H](C)CN([C@H](C)CO)S2(=O)=O	-1.0
COc1ccc(C#Cc2ccc([C@H]3[C@H](CO)N4CCCCN(Cc5ccncc5)C[C@@H]34)cc2)cc1	-1.6
CNC[C@@H]1Oc2ccc(NS(=O)(=O)c3ccc(Cl)cc3)cc2CC(=O)N([C@H](C)CO)C[C@H]1C	-0.7
CCC(=O)N(C)C[C@@H]1Oc2ncc(-c3ccccc3C)cc2C(=O)N([C@H](C)CO)C[C@@H]1C	0.7
C[C@H](CO)N1C[C@H](C)[C@H](CN(C)C)Oc2ncc(-c3ccc(F)cc3)cc2C1=O	-4.3
COc1ccc(NC(=O)Nc2ccc3c(c2)OC[C@H](C)NC[C@H](C)[C@H](OC)CN(C)C3=O)cc1	1.2
C[C@@H]1CCCCO[C@@H](CN(C)C(=O)c2ccccc2)[C@H](C)CN([C@H](C)CO)C(=O)c2cc(NS(=O)(=O)c3cn(C)cn3)ccc2O1	-0.5
COc1ccccc1-c1cnc2c(c1)C(=O)N([C@H](C)CO)C[C@@H](C)[C@H](CN(C)Cc1ccc(F)cc1)O2	0.9
COCC#Cc1ccc2c(c1)O[C@@H](CN(C)C(C)=O)[C@H](C)CN([C@H](C)CO)S2(=O)=O	0.5
C[C@@H]1CN([C@@H](C)CO)C(=O)c2cccc(NC(=O)Nc3ccc4c(c3)OCO4)c2O[C@H]1CN(C)CC1CCCCC1	7.3
CO[C@@H]1CN(C)C(=O)c2ccc(NC(=O)Nc3c(C)noc3C)cc2OC[C@@H](C)N(CC2CC2)C[C@H]1C	0.6
C[C@H]1CN([C@@H](C)CO)C(=O)Cc2cc(NC(=O)Nc3ccccc3)ccc2O[C@H]1CN(C)S(=O)(=O)c1ccccc1	-1.9
CCCNC(=O)C[C@H]1CC[C@H]2[C@@H](COC[C@@H](O)CN2C(=O)CC)O1	-1.6
C[C@@H]1CCCCO[C@@H](CN(C)S(C)(=O)=O)[C@@H](C)CN([C@H](C)CO)C(=O)c2cc(NS(C)(=O)=O)ccc2O1	-4.9
CN(C)c1ccc2c(c1)[C@@H]1C[C@@H](CC(=O)NCCN3CCCCC3)O[C@H](CO)[C@@H]1O2	-1.2
CC(C)c1cn(CC[C@H]2CC[C@H](NS(=O)(=O)c3ccccc3)[C@@H](CO)O2)nn1	-2.0
CO[C@@H](CN(C)S(=O)(=O)c1cccc(Cl)c1)[C@H](C)CN(C(=O)Nc1ccccc1F)[C@H](C)CO	-0.3
C[C@@H]1CN([C@H](C)CO)C(=O)c2cccc(NS(=O)(=O)c3ccc(F)cc3)c2O[C@@H]1CN(C)CC1CC1	-0.9
C[C@H](CO)N1C[C@H](C)[C@H](CN(C)CC2CC2)Oc2ccc(NC(=O)C3CCCCC3)cc2CC1=O	11
CCC(=O)N1C[C@@H](C)[C@@H](OC)CN(C)C(=O)c2ccc(NC(=O)c3ccc(F)cc3)cc2OC[C@H]1C	-1.4
OC[C@@H]1[C@H](c2ccc(/C=C/c3ccccc3)cc2)[C@H]2CN(CCC(F)(F)F)CCCCN12	3.2
CO[C@@H]1CN(C)C(=O)c2ccc(NC(=O)C3CC3)cc2OC[C@@H](C)N(Cc2cc(F)ccc2F)C[C@H]1C	1.2

Screening data: PubChem BioAssay, Broad Institute
